Screening results (PubChem)
ERAP1 inh – inhibitors of human ERAP1 aminopeptidase | recombinant ERAP1, Leu-AMC fluorescence, 60 min | 0.15% of 340,000 active | inhibition, % at 10.7 µM | Q9NZ08;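 active = mean replicate inhibition of at least 30%, or all replicates individually reaching that 30% level; inactive = mean below 30% and not every replicate reaching it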;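 note: 0% = neutral control wells and 100% = L-leucinethiol positive control wells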
Target sequence (Q9NZ08 whole entry, looked up): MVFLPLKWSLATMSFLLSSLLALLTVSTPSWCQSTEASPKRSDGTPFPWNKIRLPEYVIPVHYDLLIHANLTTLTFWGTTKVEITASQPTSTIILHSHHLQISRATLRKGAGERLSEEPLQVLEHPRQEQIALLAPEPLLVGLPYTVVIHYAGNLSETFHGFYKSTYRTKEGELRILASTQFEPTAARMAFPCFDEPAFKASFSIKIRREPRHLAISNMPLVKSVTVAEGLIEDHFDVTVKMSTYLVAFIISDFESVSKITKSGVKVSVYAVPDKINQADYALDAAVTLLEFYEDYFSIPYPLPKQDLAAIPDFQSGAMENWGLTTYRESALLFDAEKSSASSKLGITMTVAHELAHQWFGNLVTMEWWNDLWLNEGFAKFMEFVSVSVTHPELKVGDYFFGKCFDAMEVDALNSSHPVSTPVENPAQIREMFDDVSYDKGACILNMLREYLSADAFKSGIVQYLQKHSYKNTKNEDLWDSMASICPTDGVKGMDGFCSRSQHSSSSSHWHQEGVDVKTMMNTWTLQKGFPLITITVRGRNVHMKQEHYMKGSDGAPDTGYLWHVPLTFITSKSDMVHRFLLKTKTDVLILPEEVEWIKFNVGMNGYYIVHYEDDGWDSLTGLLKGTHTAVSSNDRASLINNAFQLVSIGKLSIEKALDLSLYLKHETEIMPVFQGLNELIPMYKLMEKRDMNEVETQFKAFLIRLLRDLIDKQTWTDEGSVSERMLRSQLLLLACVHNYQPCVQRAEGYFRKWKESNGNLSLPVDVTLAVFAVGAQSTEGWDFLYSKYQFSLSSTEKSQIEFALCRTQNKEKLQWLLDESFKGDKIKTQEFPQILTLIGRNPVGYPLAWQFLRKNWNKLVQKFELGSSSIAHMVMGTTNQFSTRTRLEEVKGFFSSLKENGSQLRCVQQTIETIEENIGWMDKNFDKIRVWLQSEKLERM
PglD inh – inhibitors of Campylobacter jejuni PglD acetyltransferase. purified PglD enzyme, DTNB colorimetric CoA detection. inhibition, % at 12.5 µM. 0.098% of 360,000 active. AID 602405; in the data active = inhibition above about 16%, passing the limit was not always enough; inconclusive = no clear call, values can overlap the other calls; note: strong numbers were not always called active
S100A4 inh HTS – S100A4-myosin IIA interaction inhibition; P26447; S100A4/TAMRA-MyoIIA peptide fluorescence polarization; inhibition, % at 10.7 µM; 0.14% of 360,000 active; AID 652163;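 active = mean inhibition of at least 70% across replicates, with every replicate also reaching that level; inconclusive = mean inhibition reaches 70% but some replicates fall short; inactive = mean inhibition below 70%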
Target sequence (P26447 whole entry, looked up): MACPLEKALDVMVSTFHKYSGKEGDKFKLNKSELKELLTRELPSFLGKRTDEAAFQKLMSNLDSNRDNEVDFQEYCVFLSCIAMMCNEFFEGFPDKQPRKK
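Material: S100A4 monomer protein | Medium: HEPES pH 7.2 with CaCl2, KCl, NaCl, DTT, Triton | Reagent: Labelled myosin peptide probe, 5 nM | Doses: One dose per compound | Times: 5 min incubation before reading | Benchmarks: Neutral control DMSO, positive control TFP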
EWS-Fli inh – inhibitors of EWS/Fli oncoprotein transcriptional activity; A673 NR0B1-luciferase reporter, viability-normalised; inhibition, % at 12.6 µM; 0.67% of 350,000 active; AID 651661;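 active = mean inhibition of at least 50% after viability correction, with every replicate also passing that limit; inconclusive = mean reaches 50% but only one of two replicates passes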;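 note: firefly luciferase signal divided by Alamar Blue viability fluorescence both relative to DMSO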
LGR2 inh – blocks bursicon-induced cAMP signaling via Drosophila LGR2. HEK293 LGR2, CRE-luciferase, bursicon-stimulated, 4 h. inhibition, % at 9.99 µM. 0.35% of 380,000 active. AID 720647;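 active = drop in luminescence signal, shown as inhibition above about 50% in the replicate tests, limit read from the data, passing the limit was not always enough; inconclusive = probably only some replicates passing the limit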;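 note: agonist challenge used bursicon conditioned medium at about half maximal strength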
PAX8 reporter – lowers PAX8-driven luciferase in RMG-I cells | RMG-I TPO-luciferase reporter, SteadyGlo, 24 h | inhibition, % at 12.6 µM | 1.2% of 360,000 active | AID 652154;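 active = mean replicate inhibition at least 60% with every replicate also reaching 60%; inconclusive = only one of the two criteria is met; inactive = mean below 60% and not all replicates reaching 60%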;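 note: luciferase light reporting Pax8 driven TPO promoter activity; plate controls were median of neutral control wells for no effect and mitoxantrone controls for full effect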
FN deposit inh – fibronectin deposition inhibition | inhibition, % at 12.6 µM | AH1F fibroblasts, Alexa488-fibronectin deposition fluorescence, overnight | 0.086% of 350,000 active;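 active = mean inhibition across replicates of 30% or more, regardless of how many single replicates reach that level; inconclusive = mean under 30% yet at least half of replicates reach 30%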;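 note: positive control wells lacked labelled fibronectin entirely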
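Material: AH1F fibroblast monolayer depositing Alexa488-labelled fibronectin into matrix | Input: 10000 AH1F cells/well | Medium: DMEM plus 2% serum, read in PBS | Reagent: Alexa488-fibronectin, 24 nM final in well | Compound dosing: One dose per compound, pinned | Schedule: 1 h adhesion, overnight exposure | Measured by: Fluorescence at 485 nm excitation, 525 nm emission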
PGC1a acetyl inh – PGC1a acetylation modulation, inhibitor mode; U2OS PGC1a acetylation, AlphaScreen anti-acetyl-lysine; with virally co-expressed GCN5 acetyltransferase; inhibition, % at 15.6 µM; 0.17% of 350,000 active; AID 651687;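 active = every replicate shows inhibition of at least 40%; inconclusive = mean inhibition at least 40% but some replicate below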;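 note: 0% = neutral control wells and 100% = positive control wells; some results beyond the cut were filed as inactive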
Numbers without * were called inactive; & = joins results of further samples. Compounds as they come. Share with any hit: about 2.1%.

What do the screens show for `CN1CCN(C(=O)C[C@@H]2CC[C@H]3[C@@H](COC[C@@H](O)CN3C(=O)c3ccccc3F)O2)CC1`?
ERAP1 inh: 0; PglD inh: 1; S100A4 inh HTS: 35; EWS-Fli inh: -4; LGR2 inh: -14; PAX8 reporter: -11; FN deposit inh: -5; PGC1a acetyl inh: 3

Results for Cc1ccccc1S(=O)(=O)N(C)C[C@H]1OCc2cnnn2CCCC(=O)N([C@@H](C)CO)C[C@H]1C ?
ERAP1 inh: 1&-1&1; PglD inh: 1&0&4; S100A4 inh HTS: -4&3&-32; EWS-Fli inh: -1&3&-7; LGR2 inh: 18&7; PAX8 reporter: 4&21; FN deposit inh: 7&-6; PGC1a acetyl inh: 9&-3&1

How did Cc1ccc(O)c(NC(=O)CSc2n[nH]c(C)c2[N+](=O)[O-])c1 do in these assays?
ERAP1 inh: -1; S100A4 inh HTS: 4; EWS-Fli inh: 37; LGR2 inh: 17; PAX8 reporter: 35; FN deposit inh: 6; PGC1a acetyl inh: -4

What do the screens show for `CCOC(=O)c1cnc2c(ccc3ccccc32)c1NCCN(C)C`?
ERAP1 inh: -1; PglD inh: 4; S100A4 inh HTS: -13; EWS-Fli inh: -30; LGR2 inh: -79; PAX8 reporter: -8; FN deposit inh: 5; PGC1a acetyl inh: -13

What do the screens show for `CN1[C@H](C(=O)NC2CCCCC2)[C@@H](CO)[C@@H]2Cn3c(ccc(-c4cccc(F)c4)c3=O)[C@@H]21`?
ERAP1 inh: 1; PglD inh: 1; S100A4 inh HTS: 4; EWS-Fli inh: 2; LGR2 inh: 7

Results for CCCC1NC(=O)c2cccnc2-n2c1nc1ccc(Br)cc1c2=O (stereo unspecified) ?
ERAP1 inh: 6; PglD inh: 0; S100A4 inh HTS: 4; EWS-Fli inh: 10; LGR2 inh: -15; PAX8 reporter: 5; FN deposit inh: 6; PGC1a acetyl inh: 13

How did COC(=O)[C@]12C[C@H](CC(=O)NCc3cccc4ccccc34)C(=O)N(Cc3ccccc3)C1=C[C@H](C(C)(C)C)O[C@@H]2C do in these assays?
ERAP1 inh: -4; S100A4 inh HTS: 16; EWS-Fli inh: 5; LGR2 inh: -1; PAX8 reporter: 17; FN deposit inh: -4

Results for O=C(CNC(=O)c1ccncc1)N/N=C/c1cc(Br)ccc1OCc1ccccc1 ?
ERAP1 inh: 3; S100A4 inh HTS: 0; EWS-Fli inh: -38; LGR2 inh: 11; PAX8 reporter: -20; FN deposit inh: 14

Results for O=C(CN1C(=O)NC2(CCCC2)C1=O)NCCc1ccc(Cl)cc1Cl ?
ERAP1 inh: 1; PglD inh: -4; S100A4 inh HTS: -3; EWS-Fli inh: 3; LGR2 inh: -1; PAX8 reporter: -11; FN deposit inh: 1; PGC1a acetyl inh: -7

Results for Cc1nnc(SCC(=O)NCCC2=CCCCC2)[nH]c1=O ?
ERAP1 inh: -2; PglD inh: 1; S100A4 inh HTS: 1; EWS-Fli inh: 5; LGR2 inh: -12; PAX8 reporter: -1; FN deposit inh: -3; PGC1a acetyl inh: -4

What do the screens show for `CCS(=O)(=O)Nc1ccc2c(c1)C(=O)N(C)[C@H]1CC[C@@H](CC(=O)Nc3ccccc3)O[C@H]1CO2`?
ERAP1 inh: -2; PglD inh: 0; S100A4 inh HTS: 4; EWS-Fli inh: 5; LGR2 inh: 18; PAX8 reporter: 2; PGC1a acetyl inh: -3

Results for CCOC(=O)c1c(NC(=O)CC)sc(C(=O)NC2CCCC2)c1C ?
ERAP1 inh: -2; PglD inh: -1; S100A4 inh HTS: 4; EWS-Fli inh: -8; LGR2 inh: 4; PAX8 reporter: -58; FN deposit inh: 6; PGC1a acetyl inh: -10

Results for Cc1ccc(N(C(=O)c2snc(C(N)=O)c2N)C(C(=O)NC2CCCC2)c2ccco2)cc1 (stereo unspecified) ?
ERAP1 inh: 4; PglD inh: 6; S100A4 inh HTS: 4; EWS-Fli inh: 6; LGR2 inh: -1; PAX8 reporter: 6; FN deposit inh: -3; PGC1a acetyl inh: -26

Results for CC(C)(O)C1=C[N+](=O)CC=C1 ?
ERAP1 inh: 1; S100A4 inh HTS: -3; EWS-Fli inh: -3; LGR2 inh: -2; PAX8 reporter: -1; FN deposit inh: 0

How did CCOC(=O)C1=C(CS(=O)(=O)c2ccccc2)NC(=O)NC1c1ccc(OC)c(OC)c1 (stereo unspecified) do in these assays?
PglD inh: -2; S100A4 inh HTS: 5; EWS-Fli inh: 6; LGR2 inh: -1; PAX8 reporter: 8; FN deposit inh: 0; PGC1a acetyl inh: 5

What do the screens show for `O=C(C[C@@H]1C=C[C@H](NC(=O)Nc2ccc3c(c2)OCO3)[C@@H](CO)O1)NCc1ccccc1`?
ERAP1 inh: 2; PglD inh: -3; S100A4 inh HTS: 5; EWS-Fli inh: -1; LGR2 inh: 13; PAX8 reporter: 0; FN deposit inh: -16; PGC1a acetyl inh: 8

How did COc1ccc(NC(=O)C2Cc3c(-c4ccc5c(c4)OCO5)ccnc3O2)cn1 (stereo unspecified) do in these assays?
ERAP1 inh: 2; PglD inh: 2; S100A4 inh HTS: -3; EWS-Fli inh: 53*; LGR2 inh: -9; PAX8 reporter: 41; FN deposit inh: -1

Results for Cc1ccc([N+](=O)[O-])c(-c2n[nH]c(=S)n2-c2cccc(Cl)c2)c1 ?
PglD inh: -8; S100A4 inh HTS: 21; EWS-Fli inh: 6; LGR2 inh: 21; PAX8 reporter: -10; FN deposit inh: 14; PGC1a acetyl inh: 7

Results for O=C(COc1ccc2ccc(=O)oc2c1)N1CCc2ccccc21 ?
ERAP1 inh: 7; S100A4 inh HTS: 0; EWS-Fli inh: -19; LGR2 inh: -56; PAX8 reporter: -54; FN deposit inh: 9; PGC1a acetyl inh: 4

How did CCc1ccc(N2CC(C(=O)Nc3cccc(C(=O)NC4CC4)c3)CC2=O)cc1 (stereo unspecified) do in these assays?
ERAP1 inh: 2; PglD inh: 1; S100A4 inh HTS: -5; EWS-Fli inh: -7; LGR2 inh: -3; PAX8 reporter: 1; FN deposit inh: -2; PGC1a acetyl inh: 12

How did Cc1ccc(S(=O)(=O)NC(C)C(=O)N2CCOCCOCCOCC2)cc1 (stereo unspecified) do in these assays?
ERAP1 inh: -3; PglD inh: -2; S100A4 inh HTS: -5; EWS-Fli inh: 1; LGR2 inh: 6; PAX8 reporter: -3; FN deposit inh: 2; PGC1a acetyl inh: 18

Results for Cc1cc(C)cc(NS(=O)(=O)c2c(C(=O)N3CCCCCC3)c(C)n(C)c2C)c1 ?
ERAP1 inh: 1; PglD inh: -2; S100A4 inh HTS: -3; EWS-Fli inh: 10; LGR2 inh: -7; PAX8 reporter: -7; FN deposit inh: -6; PGC1a acetyl inh: 1

Results for C=CCN1C(=O)[C@@]2(O[C@@H](CCO)[C@H]([Si](C)(C)c3ccc(OC)cc3)[C@H]2C)c2cc(N3CCCCC3=O)ccc21 ?
ERAP1 inh: 2; PglD inh: 2; S100A4 inh HTS: -79; EWS-Fli inh: -5; PAX8 reporter: 3; PGC1a acetyl inh: -3

Results for C=CCN1C(=O)CN=C1Nc1ccc(F)cc1 ?
ERAP1 inh: 0; PglD inh: 6; S100A4 inh HTS: 2; EWS-Fli inh: 17; LGR2 inh: 12; PAX8 reporter: -2; FN deposit inh: 10; PGC1a acetyl inh: 3

The last 4 compounds of the section above are carried over, then new ones follow.
How did Cc1ccc(S(=O)(=O)NC(C)C(=O)N2CCOCCOCCOCC2)cc1 (stereo unspecified) do in these assays?
ERAP1 inh: -3; PglD inh: -2; S100A4 inh HTS: -5; EWS-Fli inh: 1; LGR2 inh: 6; PAX8 reporter: -3; FN deposit inh: 2; PGC1a acetyl inh: 18

Results for Cc1cc(C)cc(NS(=O)(=O)c2c(C(=O)N3CCCCCC3)c(C)n(C)c2C)c1 ?
ERAP1 inh: 1; PglD inh: -2; S100A4 inh HTS: -3; EWS-Fli inh: 10; LGR2 inh: -7; PAX8 reporter: -7; FN deposit inh: -6; PGC1a acetyl inh: 1

Results for C=CCN1C(=O)[C@@]2(O[C@@H](CCO)[C@H]([Si](C)(C)c3ccc(OC)cc3)[C@H]2C)c2cc(N3CCCCC3=O)ccc21 ?
ERAP1 inh: 2; PglD inh: 2; S100A4 inh HTS: -79; EWS-Fli inh: -5; PAX8 reporter: 3; PGC1a acetyl inh: -3

Results for C=CCN1C(=O)CN=C1Nc1ccc(F)cc1 ?
ERAP1 inh: 0; PglD inh: 6; S100A4 inh HTS: 2; EWS-Fli inh: 17; LGR2 inh: 12; PAX8 reporter: -2; FN deposit inh: 10; PGC1a acetyl inh: 3

Results for CC(C)Oc1ccc(CC(=O)NNC(=S)Nc2ccc(Br)cc2)cc1 ?
ERAP1 inh: 5; PglD inh: -3; S100A4 inh HTS: 0; EWS-Fli inh: -3; LGR2 inh: -22; PAX8 reporter: 37; FN deposit inh: -8

How did N#C[C@H]1[C@H](c2ccccc2C2=CCCCC2)[C@H](CO)N1C(=O)NC1CCCCC1 do in these assays?
ERAP1 inh: 3; S100A4 inh HTS: -5; EWS-Fli inh: 0; LGR2 inh: 1; FN deposit inh: 0; PGC1a acetyl inh: 4

Results for Cc1ccc2[nH]c(O)c(N=NC(=O)C(C)n3cnc4ccccc4c3=O)c2c1 (stereo unspecified) ?
ERAP1 inh: 2; S100A4 inh HTS: 26; EWS-Fli inh: 2; LGR2 inh: -2; PAX8 reporter: 7; FN deposit inh: 4

Results for CS(=O)(=O)c1cc([N+](=O)[O-])c(Sc2nc3ccccc3[nH]2)c([N+](=O)[O-])c1 ?
ERAP1 inh: 4; PglD inh: -1; S100A4 inh HTS: 0; EWS-Fli inh: 33; LGR2 inh: 1; PGC1a acetyl inh: 4

Results for CCc1cc(=O)oc2cc(C)cc(OC(C)C(=O)NCCCN3CCCC3=O)c12 (stereo unspecified) ?
ERAP1 inh: 1; S100A4 inh HTS: -3; EWS-Fli inh: 10; LGR2 inh: 12; PAX8 reporter: 15; FN deposit inh: 7; PGC1a acetyl inh: 3

Results for O=C(COC(=O)CNC(=O)c1ccc(Cl)cc1Cl)Nc1cccc(S(=O)(=O)N2CCCC2)c1 ?
ERAP1 inh: 0; PglD inh: -7; S100A4 inh HTS: -9; EWS-Fli inh: -3; LGR2 inh: 9; PAX8 reporter: -5; FN deposit inh: 4; PGC1a acetyl inh: -2

What do the screens show for `Cc1ccc(OCC(=O)c2cc(C)n(Cc3ccco3)c2C)c([N+](=O)[O-])n1`?
ERAP1 inh: 0; PglD inh: -1; S100A4 inh HTS: -6; EWS-Fli inh: 16; LGR2 inh: 5; PAX8 reporter: 10; FN deposit inh: -1; PGC1a acetyl inh: 3

What do the screens show for `CCN(CC)S(=O)(=O)c1ccc(NC(=O)c2cc(-c3cccs3)nc3ccccc23)cc1`?
ERAP1 inh: 3; PglD inh: -3; S100A4 inh HTS: -17; EWS-Fli inh: 8; PAX8 reporter: -8; FN deposit inh: 1; PGC1a acetyl inh: -6

What do the screens show for `Cc1ccsc1C(=O)N/N=C/c1ccc2c(c1)OCO2`?
ERAP1 inh: 1; PglD inh: 5; S100A4 inh HTS: -3; EWS-Fli inh: -37; LGR2 inh: inconclusive; PAX8 reporter: -129; FN deposit inh: 11; PGC1a acetyl inh: -5
